697 NFkB inh: inhibitors of the PMA/ionomycin-induced NF-kB reporter in 697 B cells; 697 B-cell NF-kB luciferase reporter, 16 h; inhibition, % at 4 µM; actives 0.33% (n = 330,000); AID 435022; in the data active = inhibition above about 35%
tim23-1 inh: inhibits growth of tim23-1 mutant yeast | actives 1.3% (n = 330,000) | S. cerevisiae tim23-1 growth, BacTiter-Glo luminescence, 24 h | inhibition, % at 20 µM;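 active = growth inhibition of the mutant yeast at or above 50%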;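 also: temperature-sensitive mutant grown at 25 °C; plate controls were DMSO-treated mutant yeast for no effect and medium wells lacking yeast for full effect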
XBP1 UPR activ: adaptive UPR (XBP1) activation; CHO-XBP1 luciferase reporter, IRE1-XBP1 UPR activation, luminescence; percent of tunicamycin response, DMSO as zero; activation, % at 20 µM; actives 0.33% (n = 330,000); AID 463104;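 active = versus positive control, 20 µM dose yields 30% or more activation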;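 also: 100% = tunicamycin at 10 µg/mL and 0% = DMSO only wells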
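assay system = CHO-XBP1 luciferase reporter cells | amount = 1000 cells/well | buffer or medium = F12 plus 10% FBS | compound dosing = single point, 20 µM final compound, 1% DMSO | incubation = 16-18 h cell attachment at 37 °C, then 6 h compound exposure | detection = Steady-Glo luminescence read | controls = tunicamycin 10 µg/mL and vehicle-only wells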
CHOP UPR activ: activators of apoptotic arm of unfolded protein response (CHOP) | CHO-CHOP luciferase reporter, UPR activation, luminescence; percent of tunicamycin response over DMSO baseline | activation, % at 10 µM | actives 0.34% (n = 330,000);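 active = at 10 µM dose, activation of 40% or more, normalized to positive control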;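 also: 100% = tunicamycin at 10 µg/mL and 0% = DMSO alone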
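System: CHO-CHOP luciferase reporter cell line; amount: 500 cells/well; buffer or medium: F12 medium containing 10% fetal bovine serum; incubation: 6 h compound exposure at 37 °C after overnight seeding; measured by: luciferase luminescence after 10 min with Steady-Glo reagent; evaluation: % reporter activation, DMSO baseline versus tunicamycin full activation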
APJ antagonist: antagonists of human APJ apelin receptor | CHO-K1 APJ beta-arrestin complementation, luminescence | inhibition, % at 20 µM | actives 0.32% (n = 330,000);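 active = inhibition above about 40% at 20 µM, limit read from the data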;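 also: cells challenged with 10 nM apelin-13 agonist together with compound; plate controls were apelin-13 plus DMSO wells for no effect and DMSO wells lacking apelin-13 for full effect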
Jurkat NFkB inh: inhibitors of the PMA/ionomycin-induced NF-kB reporter in Jurkat cells | PMA/ionomycin-induced NF-kB luciferase reporter, luminescence | inhibition, % at 4 µM | actives 0.53% (n = 330,000) | AID 435003; in the data active = inhibition above about 50%
Mdm2 MdmX PPI: disrupts the human Mdm2-MdmX interaction. O15151+Q00987. SaOS-2 split-luciferase Mdm2/MdmX complementation, luminescence. inhibition, % at 8 µM. actives 3% (n = 330,000);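 active = inhibition of at least 50% at 8 µM in the primary screen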
Target sequence (O15151 whole entry, looked up): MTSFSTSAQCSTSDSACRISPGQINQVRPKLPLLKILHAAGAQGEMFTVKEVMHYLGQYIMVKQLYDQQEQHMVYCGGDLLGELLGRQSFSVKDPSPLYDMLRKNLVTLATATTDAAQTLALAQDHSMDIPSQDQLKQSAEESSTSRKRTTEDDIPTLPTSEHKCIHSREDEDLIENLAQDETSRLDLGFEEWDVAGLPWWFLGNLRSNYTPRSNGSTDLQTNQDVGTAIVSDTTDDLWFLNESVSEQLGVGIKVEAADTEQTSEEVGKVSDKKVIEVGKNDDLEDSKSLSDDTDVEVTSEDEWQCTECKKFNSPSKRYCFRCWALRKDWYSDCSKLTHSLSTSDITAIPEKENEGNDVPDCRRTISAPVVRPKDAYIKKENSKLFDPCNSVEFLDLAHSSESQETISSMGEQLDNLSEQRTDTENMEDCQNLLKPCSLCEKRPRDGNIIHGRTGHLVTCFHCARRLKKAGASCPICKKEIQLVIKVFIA
Target sequence (Q00987 whole entry, looked up): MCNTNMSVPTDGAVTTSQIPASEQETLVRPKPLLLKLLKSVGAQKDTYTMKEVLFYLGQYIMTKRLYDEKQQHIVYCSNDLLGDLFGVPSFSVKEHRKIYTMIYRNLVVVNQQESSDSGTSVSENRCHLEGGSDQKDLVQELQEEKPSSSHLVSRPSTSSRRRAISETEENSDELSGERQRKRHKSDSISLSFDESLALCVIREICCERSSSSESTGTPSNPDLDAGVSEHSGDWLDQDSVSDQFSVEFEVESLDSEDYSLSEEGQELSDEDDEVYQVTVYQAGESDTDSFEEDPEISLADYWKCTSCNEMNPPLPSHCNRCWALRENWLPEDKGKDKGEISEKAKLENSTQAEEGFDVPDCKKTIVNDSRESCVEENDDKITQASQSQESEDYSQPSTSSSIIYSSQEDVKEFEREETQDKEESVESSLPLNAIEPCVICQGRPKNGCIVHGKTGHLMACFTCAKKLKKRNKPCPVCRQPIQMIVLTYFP
APJ ag: APJ receptor agonism; activation, % at 20 µM; actives 0.11% (n = 330,000); CHO-K1 APJ PathHunter beta-arrestin, luminescence; 0% DMSO wells, 100% apelin; AID 2520;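 active = activation more than six SD over the plate average, tested at 20 µM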;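 also: 0% = DMSO alone and 100% = apelin-13 at 10 nM; some results filed as inactive read as strong as hits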
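Material: engineered CHO-K1 APJ arrestin reporter cells; amount: 1000 CHO-K1 reporter cells seeded per well; incubation: compound stimulation 90 min at 25 °C, detection 60 min; signal: luminescent beta-gal fragment complementation, chemiluminescent substrate; read-out basis: APJ agonist activity; controls: DMSO-only wells as negative, 10 nM Apelin-13 as positive control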
An asterisk follows results filed as active.

Letters: A = 697 NFkB inh; B = tim23-1 inh; C = XBP1 UPR activ; D = CHOP UPR activ; E = APJ antagonist; F = Jurkat NFkB inh; G = Mdm2 MdmX PPI; H = APJ ag
[1] CCOC(=O)c1ccccc1NC(=O)c1nc2nccc(C)n2n1
  A = 7.8 | B = 12.0 | C = -1.0 | D = -2.0 | E = 2.6 | F = 10.1 | G = 9.0 | H = -0.4

[2] COC(=O)c1c(NC(=O)CSc2nnnn2C)sc(C)c1C
  A = -32.8 | B = 16.5 | C = -0.4 | D = -2.9 | E = -5.4 | F = 0.2 | G = -1.7 | H = -4.0

[3] CCCSc1cc(=O)n(-c2ccccc2)nc1C(=O)OCC
  A = 6.3 | B = 16.2 | C = -2.4 | D = -0.4 | E = 14.1 | F = -1.6 | G = -1.1 | H = -0.5

[4] CCOc1ccccc1NC(=O)CSc1nnc(CCC(=O)Nc2ccccc2F)n1C
  A = -20.5 | B = 3.6 | C = -4.9 | D = -2.6 | E = -4.6 | F = 6.3 | G = 6.1 | H = -2.0

[5] CCCCC(=O)Nc1cccc(-c2ccc3nncn3n2)c1
  A = -23.1 | B = 22.5 | C = -0.5 | D = 1.9 | E = -14.7 | F = 17.0 | G = 0.4 | H = -0.2

[6] CSCCC(NC(=O)C1CCCCC1)c1nc2ccccc2[nH]1 (configuration not stated)
  A = 12.4 | B = -3.8 | C = -1.4 | D = 2.0 | E = 2.1 | F = -6.9 | G = 4.1 | H = 3.9

[7] C=CCC1(CC=C)CCCN1C(=O)Cn1nnnc1CN(C)C(C)C
  A = -12.7 | B = 1.9 | C = -3.8 | D = -0.7 | E = -20.4 | F = -11.3 | G = 11.4 | H = -3.3

[8] CCOc1ccccc1C(=O)NC1CCN(CC(=O)Nc2cc(OC)ccc2OC)CC1
  A = 8.6 | B = 17.5 | C = -3.9 | D = 0.9 | E = 14.4 | F = 15.2 | G = 29.6 | H = 1.0

[9] CCOC(=O)COc1ccc(S(=O)(=O)NCCC2=CCCCC2)cc1
  A = 12.0 | B = 30.3 | C = -4.5 | D = -0.6 | E = 12.6 | F = 1.3 | G = 12.0 | H = -1.0

[10] CCN(c1ccccc1)S(=O)(=O)c1ccc(C(=O)Nc2nnc(CSC)o2)cc1
  A = -12.9 | B = 16.2 | C = 2.9 | D = 1.3 | E = -7.1 | F = 7.7 | G = 40.9 | H = -4.1

[11] O=C(NCc1ccc(F)cc1)C1CCCN1C(=O)Nc1ccc(F)cc1 (configuration not stated)
  A = -3.0 | B = -9.3 | C = -6.3 | D = 0.6 | E = -5.2 | F = -9.6 | G = 8.1 | H = -2.8

[12] CC1=Nc2cccc3cccc(c23)N1
  A = -36.7 | B = 5.6 | C = 0.1 | D = 0.9 | E = -22.2 | F = 24.1 | G = 26.1 | H = 7.6

[13] CCN(Cc1ccc(OC)c(COC)c1)CC1CCCN(CCc2cccc(F)c2)C1 (configuration not stated)
  A = -53.9 | B = -24.4 | C = -2.8 | D = -1.2 | E = 9.7 | F = -15.9 | G = 3.2 | H = -3.3

[14] COc1ccc(OC)c(NC(=O)CS(=O)(=O)c2cn(CC(=O)N3CCOCC3)c3ccccc23)c1
  A = -4.1 | B = -0.5 | C = -0.6 | D = -0.4 | E = -17.9 | F = -10.4 | G = 13.5 | H = 4.6

[15] Cc1ccc(Nc2nc3c(s2)CCC3)c(C)c1
  A = -21.0 | B = 25.0 | C = 1.8 | D = 5.0 | E = 20.9 | F = -23.6 | G = -50.5 | H = -7.0

[16] O=C(Cc1cccc(NC(=O)C2CCN(C(=O)C3CCCCC3)CC2)c1)Nc1cccc(C(=O)N2CCCC2)c1
  A = 15.3 | B = -3.1 | C = -1.9 | D = 2.2 | E = 0.9 | F = 2.4 | G = 0.4 | H = -3.8

[17] CC(=O)O/N=C/c1c(C)c(C=O)n2ccccc12
  A = 13.8 | B = -0.4 | C = -3.1 | D = -1.5 | E = -62.2 | F = 9.1 | G = 33.7 | H = 3.0

[18] CCCCn1c(SCC(=O)Nc2cc(C)on2)nc2cc(S(N)(=O)=O)ccc21
  A = -18.3 | B = 9.2 | C = 0.8 | D = 1.1 | E = -2.5 | F = 6.6 | G = 0.2 | H = -2.8

[19] CCN1C(=O)C(O)(CC(=O)c2cccc(-n3cccc3)c2)c2ccccc21 (configuration not stated)
  A = 11.3 | B = 19.6 | C = 0.6 | D = 1.1 | E = -11.5 | F = 3.8 | G = 1.6 | H = 1.3

[20] Cc1cccc(OCC(=O)OC(C)CN2CCCCC2)c1 (configuration not stated)
  A = 2.1 | B = -1.4 | C = -1.3 | D = 2.1 | E = 8.2 | F = -0.7 | G = 5.0 | H = -2.7

[21] CC(=O)Nc1sc(N/N=C\c2ccc(O)cc2)nc1-c1cccs1
  A = 1.8 | B = 21.2 | C = -3.1 | D = 4.5 | E = -17.8 | F = -8.1 | G = 4.7 | H = -5.5

[22] O=S(=O)(c1ccc(F)cc1)N1CCN(CCc2ccccc2)CC1
  A = -2.6 | B = 18.5 | C = -2.5 | D = -1.5 | E = 3.5 | F = -2.8 | G = 26.2 | H = -0.7

[23] CNC(=O)COC(=O)c1[nH]c(C)c(C(C)=O)c1C
  A = 1.1 | B = 11.9 | C = 2.0 | D = 0.8 | E = 1.5 | F = 0.1 | G = 2.3 | H = 3.7

[24] Cc1cc(C)cc(N=c2c([N+](=O)[O-])nn(-c3cccc(Cl)c3)n2O)c1
  A = -11.0 | B = 22.2 | C = -2.2 | D = 1.7 | E = -33.7 | F = 9.0 | G = 16.7 | H = 6.2

[25] O=C(CNC(=O)c1ccc([N+](=O)[O-])cc1)N/N=C/c1c[nH]c2ccccc12
  A = -1.2 | B = 3.5 | C = -1.6 | D = 2.0 | E = -101.0 | F = 7.2 | G = 1.4 | H = 25.2

Laid out differently: entries from further up
19: CCN1C(=O)C(O)(CC(=O)c2cccc(-n3cccc3)c2)c2ccccc21 (configuration not stated)
20: Cc1cccc(OCC(=O)OC(C)CN2CCCCC2)c1 (configuration not stated)
21: CC(=O)Nc1sc(N/N=C\c2ccc(O)cc2)nc1-c1cccs1
22: O=S(=O)(c1ccc(F)cc1)N1CCN(CCc2ccccc2)CC1
23: CNC(=O)COC(=O)c1[nH]c(C)c(C(C)=O)c1C

| assay / entry | 19 | 20 | 21 | 22 | 23 |
| --- | --- | --- | --- | --- | --- |
| 697 NFkB inh | 11.3 | 2.1 | 1.8 | -2.6 | 1.1 |
| tim23-1 inh | 19.6 | -1.4 | 21.2 | 18.5 | 11.9 |
| XBP1 UPR activ | 0.6 | -1.3 | -3.1 | -2.5 | 2.0 |
| CHOP UPR activ | 1.1 | 2.1 | 4.5 | -1.5 | 0.8 |
| APJ antagonist | -11.5 | 8.2 | -17.8 | 3.5 | 1.5 |
| Jurkat NFkB inh | 3.8 | -0.7 | -8.1 | -2.8 | 0.1 |
| Mdm2 MdmX PPI | 1.6 | 5.0 | 4.7 | 26.2 | 2.3 |
| APJ ag | 1.3 | -2.7 | -5.5 | -0.7 | 3.7 |

Next section
Letters: A = 697 NFkB inh; B = tim23-1 inh; C = XBP1 UPR activ; D = CHOP UPR activ; E = APJ antagonist; F = Jurkat NFkB inh; G = Mdm2 MdmX PPI; H = APJ ag
[26] O=C(NNC(=O)c1cccs1)Nc1cccc(Cl)c1
  A = -29.9 | B = 29.4 | C = 2.4 | D = -1.1 | E = -17.7 | F = -5.4 | G = 7.0 | H = 12.7

[27] CC(C)c1ccc(NC(=O)CSc2n[nH]c(=O)n2-c2ccc3c(c2)OCCO3)cc1
  A = -10.6 | B = 1.5 | C = -2.4 | D = 0.2 | E = -5.3 | F = 4.5 | G = 17.4 | H = 3.0

[28] COc1ccc(N2CCN(CCCNC(=O)C(=O)c3c(C)[nH]c4ccccc34)CC2)cc1
  A = -6.4 | B = 1.8 | C = -1.9 | D = 0.4 | E = 16.6 | F = -0.3 | G = 6.7 | H = -1.0

[29] CCN(Cc1cc(=O)[nH]c2ccccc12)C(=O)C(C)C
  A = 1.1 | B = 6.2 | C = 0.4 | D = 1.6 | E = 3.5 | F = 4.5 | G = -5.1 | H = 0.6

[30] Cc1ccc(/C=C/C(=O)OC(C)C(=O)NC2CCCCC2C)o1 (configuration not stated)
  A = 18.2 | B = 7.6 | C = -2.1 | D = -0.3 | E = -3.0 | F = 19.2 | G = 6.8 | H = -4.3

[31] O=C(CSc1nc2ccccc2o1)NCCOc1ccccc1
  A = 14.2 | B = 21.7 | C = 1.1 | D = -0.8 | E = -9.7 | F = -2.4 | G = 11.4 | H = -2.5

[32] CCn1c(COc2ccccc2C)nnc1SCC(=O)NCc1ccccc1
  A = 19.8 | B = -1.8 | C = -1.8 | D = -1.1 | E = 1.9 | F = 6.7 | G = 19.7 | H = -2.7

[33] O=C(CCC(=O)OCc1cccc(C(=O)Oc2ccccc2)c1)Nc1cccc2ccccc12
  A = 3.5 | B = 28.8 | C = 0.9 | D = 0.2 | E = 2.3 | F = 20.0 | G = 11.0 | H = -5.9

[34] CSc1ccc(CN2CCC(N3CC(C)OC(C)C3)CC2)cc1 (configuration not stated)
  A = -4.6 | B = -3.3 | C = -2.4 | D = 1.0 | E = 7.6 | F = 16.0 | G = 3.9 | H = -6.0

[35] COc1ccccc1NC(=O)c1ccc(S(=O)(=O)N2CCCC2)cc1
  A = 14.6 | B = 23.1 | C = -0.8 | D = 0.0 | E = 4.3 | F = 13.2 | G = 13.5 | H = -2.2

[36] COC(=O)C1=C(C)NC(C)=C(C(=O)OC)C1c1ccccn1
  A = 9.7 | B = -6.1 | C = 1.8 | D = -0.8 | E = 19.6 | F = 3.6 | G = 32.8 | H = -6.0

[37] O=c1cc(C(F)(F)F)oc2c1ccc1ccccc12
  A = 12.2 | B = 1.6 | C = 1.6 | D = 1.8 | E = 10.0 | F = 3.9 | G = 15.7 | H = -7.8

[38] N#C/C(=C/c1ccc(Br)o1)C(N)=S
  A = 8.5 | B = 49.3 | C = 17.5 | D = 2.1 | E = 24.0 | F = 10.0 | G = 75.5* | H = -7.4

[39] Cc1ccc(Cl)cc1N1CCN(S(=O)(=O)c2cn(C)cn2)CC1
  A = -51.8 | B = 13.3 | C = -1.7 | D = -0.3 | E = -9.6 | F = 4.4 | G = 11.6 | H = 9.4

[40] Cc1ccc(C(=O)N[C@@H](C)CN2C3=NC[C@H](C(C)C)N3C[C@H]2Cc2ccc(O)cc2)cc1Br
  A = 16.0 | B = 16.7 | C = 1.7 | D = 3.5 | E = 7.8 | F = 3.7 | G = 7.0 | H = -2.2

[41] O=c1c2ccccc2nc(-c2ccco2)n1/N=C/c1ccccc1O
  A = 1.5 | B = 20.9 | C = 7.9 | D = -2.5 | E = -7.4 | F = -3.5 | G = 5.4 | H = 5.6

[42] OCC1(Cc2ccc(Cl)cc2)CCN(CCCc2ccccc2)CC1
  A = -16.5 | B = -23.4 | C = -2.0 | D = 1.3 | E = 2.4 | F = -6.2 | G = 31.8 | H = -0.8

[43] COc1ccccc1NC(=O)C1=C(C)Nc2nc(-c3ccc(N(C)C)cc3)nn2C1c1ccncc1 (configuration not stated)
  A = 3.8 | B = 2.0 | C = 2.3 | D = -0.8 | E = 15.6 | F = 15.0 | G = 20.5 | H = -1.5

[44] CCc1nnc(NC(=O)CN2CCN(c3ccccc3F)CC2)s1
  A = 21.4 | B = 13.5 | C = -6.9 | D = -2.3 | E = -9.6 | F = 12.4 | G = 12.0 | H = -3.9

[45] CCn1c(C(C)NC(C)=O)nc2ccccc21 (configuration not stated)
  A = 2.6 | B = 4.2 | C = -2.5 | D = 2.8 | E = 2.5 | F = -0.8 | G = -14.2 | H = 6.1

[46] O=[N+]([O-])c1ccc(-c2nc(-c3ccncc3)no2)cc1
  A = -30.0 | B = 12.1 | C = 1.4 | D = 7.8 | E = -38.3 | F = -35.2 | G = -17.7 | H = 7.7
